Screening results as filed in PubChem.
A3A deaminase – blocks human APOBEC3A ssDNA deamination; P31941; recombinant A3A, FAM/TAMRA ssDNA deamination fluorescence; inhibition, % at 20 µM; 330,000 compounds, 0.41% hits;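 active means at least 40% inhibition at 20 µM here, with at most 30% in a related deaminase screen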;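 further: plate controls were A3A with DMSO for no effect and wells lacking A3A enzyme for full effect; some results filed as inactive read as strong as hits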
ATG4B inhibitor – inhibitors of human ATG4B cysteine protease; AID 504462; ATG4B cleavage of LC3-PLA2, NBD-HPC fluorescence, 1 h; Q9Y4P1; 340,000 compounds, 0.51% hits; inhibition, % at 8.33 µM; in the data active means inhibition above about 40%
mIAP act – mouse IAP activation; 330,000 compounds, 0.24% hits; muIAP, CDP-Star luminescence, 30 min; hits give high values; 1 = vehicle-only enzyme signal, 0 = enzyme-free wells; activation factor at 10 µM;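 active means activation factor of at least 2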; further: the source names both 10 and 20 µM as test concentration; values of inactives mirror those of a sister screen read the other way
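System: Mouse IAP enzyme | Also added: CDP-Star substrate | Dosing: Compounds dispensed in DMSO | Schedule: 30 min enzyme-substrate-compound incubation at room temperature | Technique: Chemiluminescence readout | Control set: DMSO-only wells and no-enzyme negative control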
MIN6 prolif – induces beta-cell replication in MIN6 cells; 330,000 compounds, 0.29% hits; MIN6 cells proliferation, ATPlite luminescence, 48 h; cells starved in 0.2% serum; 100% = growth in 10% serum; proliferation, % at 10 µM;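 active means compounds whose signal lies at least 3.5 SD above the mean of all wells on their plate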;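 further: 0% = DMSO-treated cells in low-serum medium and 100% = 10% serum control; some compounds called inactive have numbers as strong as hits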
mIAP inh – blocks mouse intestinal alkaline phosphatase; 330,000 compounds, 0.2% hits; purified mouse IAP, CDP-Star luminescence, 30 min; inhibition, % at 10 µM; AID 2806;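 active means inhibition of at least 40% at 10 µM in the primary screen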;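 further: plate controls were DMSO with enzyme for no effect and no enzyme wells for full effect; values of inactives mirror those of a sister screen read the other way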
MPTP inh – inhibitors of mitochondrial permeability transition pore. isolated mouse mitochondria, Ca2+ swelling absorbance, 30 min. inhibition, % at 10 µM. 360,000 compounds, 1.4% hits;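 active means inhibition of 50% or more, scaled per plate between neutral and stimulator controls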;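 further: 0% = DMSO wells given calcium and 100% = 1 mM EGTA wells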
A3G deaminase – blocks human APOBEC3G single-stranded DNA deamination. Q9HC16. recombinant A3G, ssDNA deamination FAM/TAMRA fluorescence. inhibition, % at 20 µM. 330,000 compounds, 0.28% hits. AID 493012;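 active means inhibition of at least 40% at 20 µM, with no more than 30% in the related APOBEC3A deaminase screen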;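 further: plate controls were DMSO wells with A3G for no effect and wells lacking A3G enzyme for full effect; some compounds called inactive have numbers as strong as hits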
Target sequence (Q9HC16 whole entry, looked up): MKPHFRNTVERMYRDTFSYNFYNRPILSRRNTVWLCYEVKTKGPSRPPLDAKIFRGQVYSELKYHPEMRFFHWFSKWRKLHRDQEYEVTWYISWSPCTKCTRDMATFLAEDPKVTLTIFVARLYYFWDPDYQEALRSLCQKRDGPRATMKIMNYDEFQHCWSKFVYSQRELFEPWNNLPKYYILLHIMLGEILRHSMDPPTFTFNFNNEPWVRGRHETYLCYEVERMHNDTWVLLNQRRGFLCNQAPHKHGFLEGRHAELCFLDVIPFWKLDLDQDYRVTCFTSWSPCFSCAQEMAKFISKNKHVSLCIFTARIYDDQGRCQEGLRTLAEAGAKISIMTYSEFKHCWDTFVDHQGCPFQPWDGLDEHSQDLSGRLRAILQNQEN
hIAP activ – human IAP activation; activation factor at 10 µM; purified human IAP, CDP-Star luminescence, 30 min; hits give high values; 1 = vehicle-only enzyme, 0 = enzyme-free background; 330,000 compounds, 0.16% hits; P09923; AID 2524;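 active means activation factor of the enzyme at least 2-fold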; further: the source names both 10 and 20 µM as test concentration; values of inactives mirror those of a sister screen read the other way
Target sequence (P09923 whole entry, looked up): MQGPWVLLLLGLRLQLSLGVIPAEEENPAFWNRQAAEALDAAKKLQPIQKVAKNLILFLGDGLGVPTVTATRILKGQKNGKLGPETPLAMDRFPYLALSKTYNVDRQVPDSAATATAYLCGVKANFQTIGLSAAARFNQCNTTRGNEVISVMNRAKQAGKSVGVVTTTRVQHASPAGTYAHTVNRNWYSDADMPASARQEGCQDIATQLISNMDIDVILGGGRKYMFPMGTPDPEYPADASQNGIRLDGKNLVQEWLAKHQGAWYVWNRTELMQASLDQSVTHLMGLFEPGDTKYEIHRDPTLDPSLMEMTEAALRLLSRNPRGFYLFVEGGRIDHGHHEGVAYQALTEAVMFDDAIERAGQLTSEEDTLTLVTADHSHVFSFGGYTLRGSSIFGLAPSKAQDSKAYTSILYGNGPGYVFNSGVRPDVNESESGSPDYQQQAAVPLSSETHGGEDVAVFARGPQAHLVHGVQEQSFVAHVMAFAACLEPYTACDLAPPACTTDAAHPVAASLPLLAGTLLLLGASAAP
hIAP inh – blocks human intestinal alkaline phosphatase | P09923 | purified IAP, CDP-Star luminescence, 30 min | inhibition, % at 10 µM | 330,000 compounds, 0.12% hits | AID 2544;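 active means inhibition reaching a set limit with compound at 10 µM in the primary screen, cut at about 35% in these data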;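 further: plate controls were DMSO wells with enzyme for no effect and no-enzyme buffer wells for full effect; values of inactives mirror those of a sister screen read the other way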
Numbers without * were called inactive.

How did Cc1cccc(-n2c(C)nc3cc(C(=O)NCC4CCCO4)ccc32)c1 (centres undefined) do in these assays?
A3A deaminase: -6; ATG4B inhibitor: -3; mIAP act: 0.96; MIN6 prolif: -2; mIAP inh: 4; MPTP inh: -1.9; A3G deaminase: -7; hIAP activ: 0.97; hIAP inh: 3

How did CCc1c(C)nc2ncnn2c1Nc1ccccc1C do in these assays?
A3A deaminase: -6; ATG4B inhibitor: 2; mIAP act: 1; MIN6 prolif: 1; mIAP inh: 0; MPTP inh: 1.3; A3G deaminase: 18; hIAP activ: 1.2; hIAP inh: -16

Results for CC1(C)CCC/C(=C\c2ccccc2)C1=O ?
A3A deaminase: -2; ATG4B inhibitor: 2; mIAP act: 1; MIN6 prolif: -4; mIAP inh: 0; MPTP inh: -1.5; A3G deaminase: -10; hIAP activ: 1; hIAP inh: 0

How did CC(C)CCNC(=O)CSc1nc2ccccc2s1 do in these assays?
A3A deaminase: 4; ATG4B inhibitor: -2; mIAP act: 0.95; MIN6 prolif: -2; mIAP inh: 5; MPTP inh: -0.3; A3G deaminase: 10; hIAP activ: 0.98; hIAP inh: 2

Results for CC(C)NC(=S)Nc1ccc2nc3n(c(=O)c2c1)CCCCC3 ?
A3A deaminase: -1; ATG4B inhibitor: -1; mIAP act: 1; MIN6 prolif: -1; mIAP inh: -1; MPTP inh: 5.2; A3G deaminase: -4; hIAP activ: 0.94; hIAP inh: 6

Results for Cc1ccc(NC(=O)C2CC(=O)n3c(nc4ccccc43)N2)cc1 (centres undefined) ?
A3A deaminase: 0; ATG4B inhibitor: 7; mIAP act: 2; MIN6 prolif: 0; mIAP inh: -99; MPTP inh: -1.0; A3G deaminase: -6; hIAP activ: 1.7; hIAP inh: -68

How did COc1ccc(CCn2c(C(C)C)nc3oc4ccccc4c(=O)c3c2=O)cc1 do in these assays?
A3A deaminase: 5; ATG4B inhibitor: -15; mIAP act: 1; MIN6 prolif: 0; mIAP inh: -2; MPTP inh: 3.3; A3G deaminase: 12; hIAP activ: 0.86; hIAP inh: 14

Results for CNC(=S)N/N=C/c1ccccc1OCC(=O)O ?
A3A deaminase: -1; ATG4B inhibitor: 5; mIAP act: 1; MIN6 prolif: -3; mIAP inh: -2; MPTP inh: 0.0; A3G deaminase: -2; hIAP activ: 1.4; hIAP inh: -36

Results for COc1cc2cc3c(N)c(C(=O)NCc4ccco4)sc3nc2cc1OC ?
A3A deaminase: -1; ATG4B inhibitor: -11; mIAP act: 0.86; MIN6 prolif: -2; mIAP inh: 14; MPTP inh: 1.0; A3G deaminase: 4; hIAP activ: 0.87; hIAP inh: 13

How did O=C(CN(CCc1ccccc1)C(=O)c1csnn1)NC1CCCC1 do in these assays?
A3A deaminase: 1; ATG4B inhibitor: -11; mIAP act: 1.1; MIN6 prolif: 0; mIAP inh: -9; MPTP inh: -2.0; A3G deaminase: -9; hIAP activ: 1.1; hIAP inh: -8

Results for Brc1ccc(CNc2nc3ccccc3n2CCN2CCCCC2)cc1 ?
A3A deaminase: 1; ATG4B inhibitor: 21; mIAP act: 1.3; MIN6 prolif: -4; mIAP inh: -27; MPTP inh: 6.2; A3G deaminase: -4; hIAP activ: 1; hIAP inh: -2

Results for COc1ccccc1NC(=S)N1CCC(c2nc3ccccc3o2)CC1 ?
A3A deaminase: -4; ATG4B inhibitor: 6; mIAP act: 0.93; MIN6 prolif: 2; mIAP inh: 7; MPTP inh: -0.6; A3G deaminase: -4; hIAP activ: 0.98; hIAP inh: 2

Results for O=C(N/N=C/C=C\c1cccc([N+](=O)[O-])c1)c1cccnc1 ?
A3A deaminase: 3; ATG4B inhibitor: -9; mIAP act: 0.9; MIN6 prolif: -4; mIAP inh: 10; MPTP inh: 0.2; A3G deaminase: -3; hIAP activ: 0.97; hIAP inh: 2

What do the screens show for `COCC(C)NS(=O)(=O)c1ccc(C)cc1` (centres undefined)?
A3A deaminase: -4; ATG4B inhibitor: -12; mIAP act: 1.1; MIN6 prolif: 0; mIAP inh: -8; MPTP inh: 0.3; A3G deaminase: -7; hIAP activ: 0.98; hIAP inh: 2

What do the screens show for `O=C(CCC(=O)Nc1ccccc1Cl)NNC(=O)C1CCCCC1`?
A3A deaminase: 2; ATG4B inhibitor: -1; mIAP act: 0.86; MIN6 prolif: 6; mIAP inh: 14; MPTP inh: -2.0; A3G deaminase: 3; hIAP activ: 1; hIAP inh: -4

Results for CCN(CC)CCOC(=O)c1c(C)oc2ccc(OC)cc12 ?
A3A deaminase: 2; ATG4B inhibitor: -2; mIAP act: 0.97; MIN6 prolif: -1; mIAP inh: 3; MPTP inh: 1.4; A3G deaminase: 3; hIAP activ: 1.1; hIAP inh: -5

Results for O=C(N/N=C/C=C/c1ccccc1)c1cc2c(ccc3ccccc32)o1 ?
A3A deaminase: 3; ATG4B inhibitor: 5; mIAP act: 1.1; MIN6 prolif: -3; mIAP inh: -8; MPTP inh: 6.4; A3G deaminase: 10; hIAP activ: 1.1; hIAP inh: -9

What do the screens show for `CC(=O)Nc1ccc(S(=O)(=O)N2CCCc3ccccc32)cc1`?
A3A deaminase: 3; ATG4B inhibitor: -4; mIAP act: 1.1; MIN6 prolif: 0; mIAP inh: -8; MPTP inh: -1.0; A3G deaminase: -2; hIAP activ: 0.81; hIAP inh: 19

What do the screens show for `Cc1cc(C)n(C(=O)c2cc3sccc3[nH]2)n1`?
A3A deaminase: 1; ATG4B inhibitor: -3; mIAP act: 1.1; MIN6 prolif: 1; mIAP inh: -5; MPTP inh: 0.3; A3G deaminase: -3; hIAP activ: 1; hIAP inh: -1

What do the screens show for `Cc1cccc(NC(=O)Cn2cnc(S(=O)(=O)N3CCCC3)c2)c1C`?
A3A deaminase: 0; ATG4B inhibitor: -4; mIAP act: 0.95; MIN6 prolif: 0; mIAP inh: 5; MPTP inh: 0.2; A3G deaminase: 11; hIAP activ: 1.1; hIAP inh: -9

What do the screens show for `CC(C)c1cc(CN2CCN(C3CCCC3)C(CCO)C2)[nH]n1` (centres undefined)?
A3A deaminase: -1; ATG4B inhibitor: -8; mIAP act: 1.1; MIN6 prolif: -2; mIAP inh: -6; MPTP inh: 8.0; A3G deaminase: -6; hIAP activ: 1.1; hIAP inh: -7

How did Cc1ccc(C2C(C(=O)c3sc(C)nc3C)=C(O)C(=O)N2CCN(C)C)o1 (centres undefined) do in these assays?
A3A deaminase: -5; ATG4B inhibitor: -11; mIAP act: 0.97; MIN6 prolif: -1; mIAP inh: 3; MPTP inh: -0.7; A3G deaminase: -10; hIAP activ: 0.79; hIAP inh: 22

How did O=[N+]([O-])c1ccc(CSc2ccccn2)cc1 do in these assays?
A3A deaminase: -5; ATG4B inhibitor: -2; mIAP act: 0.97; MIN6 prolif: 4; mIAP inh: 3; MPTP inh: -0.7; A3G deaminase: -8; hIAP activ: 0.91; hIAP inh: 9

Results for CN1CC(=O)N2Cc3[nH]c4ccccc4c3C[C@H]2C1=O ?
A3A deaminase: -5; ATG4B inhibitor: 8; mIAP act: 0.96; MIN6 prolif: -5; mIAP inh: 4; MPTP inh: -2.5; A3G deaminase: -10; hIAP activ: 0.98; hIAP inh: 2

What do the screens show for `Cc1ccc(S(N)(=O)=O)c(C)c1N1CCCC1=O`?
A3A deaminase: 2; ATG4B inhibitor: -3; mIAP act: 1; MIN6 prolif: 3; mIAP inh: -2; MPTP inh: -2.6; A3G deaminase: -11; hIAP activ: 1.1; hIAP inh: -8

What do the screens show for `C=C(C)Cn1cnc2c(oc3nc4c(cc32)CCCC4)c1=O`?
A3A deaminase: -2; ATG4B inhibitor: 2; mIAP act: 0.94; MIN6 prolif: -3; mIAP inh: 6; MPTP inh: 2.2; A3G deaminase: 0; hIAP activ: 0.7; hIAP inh: 30

Results for NS(=O)(=O)c1ccc(CCNC(=O)Cc2cccs2)cc1 ?
A3A deaminase: 0; ATG4B inhibitor: 1; mIAP act: 0.97; MIN6 prolif: 1; mIAP inh: 3; MPTP inh: 1.7; A3G deaminase: -8; hIAP activ: 1.1; hIAP inh: -11

How did NS(=O)(=O)c1ccc(CNC(=O)c2ccccc2SCC(=O)N2CCCC2)cc1 do in these assays?
A3A deaminase: 2; ATG4B inhibitor: 0; mIAP act: 1; MIN6 prolif: 0; mIAP inh: -2; MPTP inh: -0.1; A3G deaminase: 5; hIAP activ: 1.1; hIAP inh: -15

How did O=C(Cc1ccccc1)Nc1nonc1NC(=O)c1ccccc1 do in these assays?
A3A deaminase: -1; ATG4B inhibitor: -11; mIAP act: 1.1; MIN6 prolif: 2; mIAP inh: -9; MPTP inh: 0.9; A3G deaminase: -1; hIAP activ: 1.1; hIAP inh: -9

What do the screens show for `COc1ccccc1NC(=O)N1CCCC1C(=O)Nc1ccc2c(c1)OCCO2` (centres undefined)?
A3A deaminase: -1; ATG4B inhibitor: 0; mIAP act: 1; MIN6 prolif: -1; mIAP inh: -2; MPTP inh: 1.0; A3G deaminase: -3; hIAP activ: 0.92; hIAP inh: 8

How did COc1ccc(S(=O)(=O)N2CCC(Cc3ccccc3)CC2)cc1NC(C)=O do in these assays?
A3A deaminase: -3; ATG4B inhibitor: -1; mIAP act: 1.1; MIN6 prolif: -2; mIAP inh: -6; MPTP inh: -0.6; A3G deaminase: 3; hIAP activ: 1.1; hIAP inh: -8

Results for O=C(CC1C(=O)NCCN1Cc1ccc(-c2ccccc2)cc1)NCCc1ccccn1 (centres undefined) ?
A3A deaminase: -6; ATG4B inhibitor: -6; mIAP act: 1; MIN6 prolif: -3; mIAP inh: -3; MPTP inh: -0.3; A3G deaminase: -9; hIAP activ: 1.1; hIAP inh: -8

What do the screens show for `CCCn1c(SCc2ccon2)nc2ccccc2c1=O`?
A3A deaminase: 0; ATG4B inhibitor: 11; mIAP act: 0.95; MIN6 prolif: 6; mIAP inh: 5; MPTP inh: -0.5; A3G deaminase: -1; hIAP activ: 0.94; hIAP inh: 6

How did O=C(CCNC(=O)c1ccccc1Cl)Nc1cccc(S(=O)(=O)N2CCCC2)c1 do in these assays?
A3A deaminase: -4; ATG4B inhibitor: -21; mIAP act: 1.1; MIN6 prolif: -1; mIAP inh: -9; MPTP inh: -0.6; A3G deaminase: -7; hIAP activ: 1.1; hIAP inh: -8

What do the screens show for `COC(=O)CCN(C(=O)c1ccc(N2CCCC2)c([N+](=O)[O-])c1)c1ccccn1`?
A3A deaminase: -2; ATG4B inhibitor: 2; mIAP act: 1.1; MIN6 prolif: -3; mIAP inh: -15; MPTP inh: -0.9; A3G deaminase: -11; hIAP activ: 1; hIAP inh: -3

What do the screens show for `CC(=O)c1ccc2c3c(cccc13)CC2`?
A3A deaminase: -3; ATG4B inhibitor: -7; mIAP act: 0.99; MIN6 prolif: 3; mIAP inh: 1; MPTP inh: 0.3; A3G deaminase: -7; hIAP activ: 0.82; hIAP inh: 18

Results for Cc1ccnc(N2CCC(C(=O)NNC(=O)COc3cccc4ccccc34)CC2)n1 ?
A3A deaminase: -2; ATG4B inhibitor: -15; mIAP act: 0.85; MIN6 prolif: -3; mIAP inh: 14; MPTP inh: 1.8; A3G deaminase: -3; hIAP activ: 1.6; hIAP inh: -58

What do the screens show for `Cc1cc2c(cc1S(=O)(=O)C(C)CC(=O)NCc1ccco1)OCC(=O)N2` (centres undefined)?
A3A deaminase: -3; ATG4B inhibitor: 6; mIAP act: 1; MIN6 prolif: 1; mIAP inh: -4; MPTP inh: -0.7; A3G deaminase: -5; hIAP activ: 1; hIAP inh: -4
